# Screens: PubChem, several laboratories
# thrombin 1536: blocks human thrombin protease activity. P00734. alpha-thrombin, Boc-VPR-AMC fluorogenic substrate cleavage. inhibition, % at 5 µM. 220,000 compounds, 0.26% hits;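 active means inhibition at or above 40%; inactive means inhibition below 40%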;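 further: 0% = enzyme with no compound and 100% = wells without enzyme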
#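 System: Human alpha-thrombin protein | Medium: pH 7.5 Tris (50 mM) with NaCl 150 mM, Tween 20 0.05% | Times: Enzyme reaction carried out at room temperature | Detection: AMC fluorescence, 355/460 nm | Evaluation: Percent inhibition scaled between no-compound controls and no-enzyme blanks | Benchmarks: Enzyme without compound as high, wells lacking enzyme as low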
# Calpain2 inh: calpain II (pig) inhibition; 220,000 compounds, 0.37% hits; purified calpain II, fluorogenic peptide substrate, 30 min; inhibition, % at 16 µM; AID 1236;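 active means inhibition above about 50%, limit read from the data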
# TRPML3 ag: activates the human TRPML3 channel. AID 1448. Q8TDD5. activation, % at 3 µM. HEK293 TRPML3-YFP, Fluo-8 calcium fluorescence; 100% = the carbachol control signal. 220,000 compounds, 0.29% hits;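 active means activation above its plate's cutoff, the mean activation of the plate's test wells plus 3 SD, cut at about 12% in these data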;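 further: 0% = DMSO only wells and 100% = carbachol wells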
# Target sequence (Q8TDD5 whole entry, looked up): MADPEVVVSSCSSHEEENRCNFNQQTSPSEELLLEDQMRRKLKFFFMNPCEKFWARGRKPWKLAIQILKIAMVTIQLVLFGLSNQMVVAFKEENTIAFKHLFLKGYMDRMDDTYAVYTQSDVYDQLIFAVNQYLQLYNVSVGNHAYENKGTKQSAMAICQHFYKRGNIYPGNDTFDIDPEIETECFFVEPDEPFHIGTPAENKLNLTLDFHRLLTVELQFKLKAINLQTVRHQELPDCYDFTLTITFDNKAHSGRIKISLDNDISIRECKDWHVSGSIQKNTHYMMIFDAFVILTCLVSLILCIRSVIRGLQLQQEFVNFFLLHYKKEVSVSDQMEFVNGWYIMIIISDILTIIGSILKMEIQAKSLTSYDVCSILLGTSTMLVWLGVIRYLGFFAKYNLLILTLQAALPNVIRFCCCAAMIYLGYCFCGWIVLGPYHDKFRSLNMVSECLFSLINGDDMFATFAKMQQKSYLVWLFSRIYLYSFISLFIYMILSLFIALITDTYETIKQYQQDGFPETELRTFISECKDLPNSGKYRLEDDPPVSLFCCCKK
#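 Material: TRPML3-YFP stable HEK293 cells | Dosing: One concentration, 3 µM nominal, 0.3% DMSO | Timing: 125 s total fluorescence read per well | Technique: Fluo-8 calcium dye fluorescence, ex 470-495, em 515-575 nm | Measure: Percent activation from peak-to-basal fluorescence ratio, scaled between DMSO and carbachol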
# zfTRPN1 agonist: zebrafish TRPN1 (NompC) channel agonism. HEK293 zebrafish TRPN1-YFP, Fluo-8 calcium fluorescence; 100% = response to 87 µM carbachol. activation, % at 3 µM. 220,000 compounds, 0.18% hits. AID 1424;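 active means activation above its plate's cutoff, the mean activation of test wells on that plate plus 3 SD, cut at about 19% in these data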;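 further: 0% = DMSO alone and 100% = 87 µM carbachol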
#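 Assay system: Zebrafish TRPN1-YFP in HEK293 cells | Incubation: Dye loading 1 h at 37 °C, then 30 min room temperature | Measured by: Kinetic Fluo-8 fluorescence, ex 470-495, em 515-575 nm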
# TbHK1 inh: T. brucei hexokinase 1 inhibition. recombinant TbHK1, G6PDH-coupled NADH A340. inhibition, % at 10 µM. 220,000 compounds, 0.11% hits. AID 1430;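 active means inhibition of 50% or more in the single-dose primary screen; inactive means inhibition below 50%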
# Furin inh: inhibitors of human furin | P09958 | purified furin, fluorogenic substrate cleavage | inhibition, % at 30 µM | 220,000 compounds, 0.061% hits; in the data active means inhibition above about 25%; further: inactives centre near -15
# Cl transport mod: KCC2 (human) Cl- transport modulation. Q9H2X9. KCC2 cells, thallium flux FluoZin-2 fluorescence. B-score of Tl+ flux slope (higher = more flux/activation; lower = inhibition) at 10 µM. 190,000 compounds, 2.2% hits;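 active means thallium flux slope and its plate-corrected score both differing from the plate sample mean at a set confidence after two filtering rounds, in either direction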;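 further: slope of fluorescence scaled to starting intensity during 10 to 20 s after thallium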
# EBV gp42 block: blocks Epstein-Barr virus glycoprotein 42 binding. Q1HVG2. Fluorescence polarization binding assay, mP read-out. inhibition, % (tested at 21.74 µM). 220,000 compounds, 0.42% hits. AID 1085; in the data active means inhibition above about 50%
# Target sequence (Q1HVG2 whole entry, looked up): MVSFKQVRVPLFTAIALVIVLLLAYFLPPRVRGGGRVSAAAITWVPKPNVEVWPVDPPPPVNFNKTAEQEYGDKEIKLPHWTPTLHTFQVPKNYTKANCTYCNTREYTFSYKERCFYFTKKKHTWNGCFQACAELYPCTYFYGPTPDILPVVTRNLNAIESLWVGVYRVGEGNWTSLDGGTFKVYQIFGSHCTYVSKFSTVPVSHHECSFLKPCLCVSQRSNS
# PPC-1+TRAIL kill: compounds killing PPC-1 cancer cells with TRAIL present (potentiator screen, no TRAIL-free arm); cell killing (% activity), % at 4 µM; 220,000 compounds, 0.41% hits; AID 1443; PPC-1 cells + TRAIL, ATPLite viability luminescence;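 active means cell killing above 50% in the first pass at 4 µM, then a duplicate retest at 5 µM averaging 50% or more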;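 further: plate controls were cells with TRAIL plus DMSO for no effect and medium-only wells lacking cells for full effect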
# Numbers without * were called inactive; i = inactive; / = no result given; [ ] = remark or other dose.
SMILES,thrombin 1536,Calpain2 inh,TRPML3 ag,zfTRPN1 agonist,TbHK1 inh,Furin inh,Cl transport mod,EBV gp42 block,PPC-1+TRAIL kill
COc1ccc(NC(=O)c2cccc(OC(F)F)c2)cc1Cl,0,0,-0.1,-0.4,-8,-7[20 µM],-1.4,-14,0
CCN(Cc1cn2cccnc2n1)C1CCCCC1,-17,i,0.3,0.2,-6,-41,1.2,-4,0
C=C(C)CNC(=S)N=Nc1c(O)[nH]c2ccc([N+](=O)[O-])cc12,-7,-4,1.0,-0.2,-11,-7,14*,10,27
CSc1ccc(C#N)cc1NC(=O)c1ccc(Cl)nc1,5,0,0.8,1.1,1,-29,/,0,8
COc1ccc(/C=C2\CCn3c2nc2cc(C(=O)O)ccc2c3=O)cc1OC,21,0,-0.7,1.4,-22,3,0.044,0,2
Cc1nn(C)c(C)c1C1C(C#N)=C(N)OC2=C1C(=O)CCC2 (stereo not drawn),-9,15,0.7,1.0,-5,-11,0.017,4,-11
Cn1c(CN2CCCCC2)nc2cc(NC(=O)c3ccccc3Cl)ccc21,0,-22,1.2,1.3,3,-4[20 µM],0.51,-6,16
COC(=O)[C@@H]1C[C@@H]2CC[C@@H](O)C[C@@H]2N1Cc1ccccc1OS(=O)(=O)c1ccc(C)cc1,3,-43,/,/,-19,-18,-1.4,-29,4
Cc1cccc(NC(=O)c2cccc3c2-c2ccccc2C3=O)n1,3,3,-0.5,-1.6,-4,-25,-1.6,-3,-3
COC1=CCC2([N+](=O)[O-])CN(CCO)CC1([N+](=O)[O-])C2 (stereo not drawn),-4,-9,1.0,0.4,3,-5,1,-3,24
CCOc1ccc(C(=O)Nc2nnc(NC(=S)Nc3ccccc3)s2)cc1,-7,-4,0.4,1.1,-7,-25,0.22,-14,13[5 µM]
O=C(CCSCc1ccccc1Cl)NC1CCCC1,-3,10,-0.4,-1.0,3,-21,-2.3,-1,-3
CCCc1nc(-c2cc3ccc(C)cc3[nH]c2=O)no1,-2,-28,-0.7,0.3,-18,-18[20 µM],0.2,-2,25
CCN(CC)C(=O)Oc1ccc(OC(=O)N(CC)CC)cc1,-7,1,-0.1,2.2,-4,-21,0.28,-10,29
O=C(NC(=S)N(CCO)Cc1ccccc1)c1cc(Br)ccc1Cl,4,-22,0.2,-1.7,6,-38,10*,4,14
COc1ccc(Cc2noc(CN3CCC(c4ccncc4)CC3)n2)cc1OC,2,10,4.7,7.7,-3,-29,-0.41,-11,15
Cc1cc(-n2c(C)cc(C(=O)CN3C(=O)NC4(CCCCCC4)C3=O)c2C)no1,-1,-13,-0.1,-0.9,-12,-6,/,-5,-16
Cc1ccc(NC(=O)C(=O)NCC2CCCO2)cc1C (stereo not drawn),-6,6,2.1,0.7,-2,-9,0.95,1,11
CC(C)CCOc1ncnc2c1sc1nc3c(cc12)CSC(C)(C)C3,1,-48,0.2,-0.2,-9,-6[20 µM],-0.24,-8,27
CC(C)[C@H](NC(=O)OC(C)(C)C)c1nnc(SCC(=O)Nc2ccc(Br)cc2)o1,2,17,0.5,3.7,1,-20[20 µM],-0.3,-12,18
CC1=C(C(=O)Nc2ccccc2)C(c2cccs2)C(C#N)=C(SCC#N)N1 (stereo not drawn),-1,-84,-0.1,-0.6,-17,-18[20 µM],-1.1,-26,2
CNC(=S)/N=C(/Nc1ccccc1)c1ccccc1,-10,17,0.6,0.7,-5,-18,0.69,4,6
Nc1cc(=O)[nH]c(SCC(=O)Nc2cc(Cl)cc(Cl)c2)n1,-1,-12,1.3,1.8,0,-13[20 µM],-2,-8,16
COc1ccc(S(=O)(=O)NCCOc2ccccc2)cc1OC,-6,11,0.6,-0.2,-4,-18[20 µM],-0.11,-12,34
CCC/C=N/NC(=O)c1[nH]c2c([N+](=O)[O-])cccc2c1C,-4,-9,1.3,0.7,-6,-24,0.7,3,14
O=C1ON=C(c2ccc(Cl)cc2)/C1=C/c1ccc(O)cc1,-5,27,1.0,0.7,-26,-19,-2.3,-42,0
COc1ccc(CN=C(Nc2ccccc2)SC2CC(=O)N(C)C2=O)cc1 (stereo not drawn),-10,-13,0.0,0.0,-9,-19,-3.1,-11,16
CCNc1nc(NCC)nc(OCCOC(=O)COc2ccc(Cl)cc2Cl)n1,-3,6,0.2,-1.0,-2,-19[20 µM],-0.4,-17,24
O=C1C2CC=CCC2C(=O)N1n1cnnc1 (stereo not drawn),-3,-30,0.9,0.4,-4,-21,/,4,7
Cc1onc(-c2c(Cl)cccc2Cl)c1NC(=O)NC1CCSC1 (stereo not drawn),-6,-5,0.3,-0.9,26,-34,-1,-1,-16
COc1cc(NC(=O)C2CCC(CNc3c(N4CCCCC4)c(=O)c3=O)CC2)cc(OC)c1 (stereo not drawn),3,17,-0.2,2.2,6,-16,0.75,-4,20
CCOC(=O)C1CCCN(S(=O)(=O)c2ccc(Br)s2)C1 (stereo not drawn),2,5,0.0,-1.3,-3,-10[20 µM],/,-19,10
O=C(NC(=S)Nc1ccc(N2CCCC2)cc1)c1ccccc1[N+](=O)[O-],-3,-4,0.7,-1.9,8,-6,0.17,-6,22
COc1ccc2c(c1OC)C(=O)N1N=C(c3ccc(O)cc3)CC21 (stereo not drawn),-6,14,-0.6,0.8,-37,8[20 µM],/,-17,-15
COc1ccc(-c2nc(NC(=O)c3ccc(OCC(=O)Nc4ccc(F)cc4)c(OC)c3)sc2C)cc1,-1,-275,1.0,0.3,-11,-22,-0.18,-16,2
CCOC(=O)N/N=C(\C)c1ccc(OC(F)F)cc1OC(F)F,-4,2,0.2,-0.4,0,-15,-0.21,-8,-12
O=c1c2cc(Br)ccc2nc(-c2cccc(C(F)(F)F)c2)n1O,0,18,0.2,-0.6,-4,-21[20 µM],24*,16,-6
OC(CSc1ccc(F)cc1)CN1CCN(c2ccccc2)CC1 (stereo not drawn),-2,-14,0.2,-1.5,-5,-20,-0.44,4,16
Cc1ccccc1C(=O)NC1CCN(Cc2nnnn2C(C)(C)C)CC1,-16,-11,1.3,0.3,-5,-18,0.37,-10,7
CC(NC(=O)COc1cc(=O)n(C)c2ccccc12)c1ccc2c(c1)OCCO2 (stereo not drawn),4,21,-0.6,0.5,42,-7,/,-3,-14
COC(=O)c1ccccc1NC(=O)NC1CC1,-6,4,0.4,-0.4,-1,-14,0.042,-15,-1
CCc1noc(C)c1C(=O)Nc1nc(-c2cc(C)ccc2C)c(C)s1,0,5,0.4,1.1,-3,-15[20 µM],1,-11,3
CC(C)CCNC(=O)NC(=O)COC(=O)C1CCN(S(=O)(=O)c2ccccc2F)CC1,22,28,0.1,1.9,1,-18,0.66,6,4
COc1ccc(CSc2nc(C)cc(C)c2C#N)cc1,/,-5,-0.4,-2.1,1,-31,-0.44,-11,-6
Cn1c(SCc2ccccc2)nc(C(F)(F)F)cc1=O,-7,3,-1.2,-2.0,-4,-9,/,-11,-18
O=C(CNC(=O)c1ccco1)NCC(=O)OCc1cccc(C(=O)Oc2ccccc2)c1,-11,-9,0.4,0.8,-2,-21[20 µM],-1.5,2,1
CCOc1ccc(C(=O)/C=C/c2cc(OC)c(OC)c(OC)c2)cc1,-9,-2,2.3,2.0,-16,-17,0.14,-6,11
Cc1nnc(SCC(=O)NCC2CCCCC2)n(N)c1=O,-4,-6,-0.1,0.9,1,-10[20 µM],1.3,-12,-6
CCc1ccc(-c2c(C)sc(NC(C)=O)c2C(N)=O)cc1,2,-3,0.2,0.9,-5,-13,-1.1,-26,15
Cc1cc(C)c2nc(C)cc(Nc3ccc(C(=O)NCCO)cc3)c2c1,1,-9,0.8,-0.2,-75,0,-0.011,-3,18
CC(=O)NS(=O)(=O)c1ccc(NC(=O)CC(C)c2ccccc2)cc1 (stereo not drawn),2,17,0.9,0.4,-4,-27,0.63,-13,-6
O=C(Nc1ncn[nH]1)c1ccccc1Br,-7,-2,1.5,0.8,-3,-29,0.091,-18,9
Cc1ccc(-n2c(CNc3ccc(F)cc3)nnc2SCC(=O)NCc2ccco2)cc1,-7,-1,-0.8,0.3,3,-33,-0.5,8,14
Cc1cccc(N2CCN(C(=O)c3ccc4nc[nH]c4c3)CC2)c1C,-6,19,1.1,0.1,7,-9,0.34,28,-8
CCCCC1=NC2(CCCC2)C(=O)N1Cc1ccc(-c2ccccc2-c2nn[nH]n2)cc1,/,-1,0.0,1.2,/,/,-0.28,-2,-3
COc1ccc(Nc2nccc(N(C)C)c2C#N)cc1,-6,7,1.1,-0.4,-12,-18,0.0054,-11,12
CS(=O)(=O)Nc1ccc(C(=O)NCCSCc2ccco2)cc1,0,29,0.0,-0.7,-1,-10[20 µM],/,-10,4
CCOC(=O)C(CCCCCOc1ccc([N+](=O)[O-])cc1)C(=O)OCC,3,9,-0.2,-0.8,-12,-11[20 µM],/,-10,16
CC(C)c1ccccc1NC(=O)Cn1c(-c2ccccc2Cl)nc2ccccc21,-2,-21,-1.2,-1.6,4,-31,-0.068,-3,26
CON/C=C(\C=Nc1ccc(Cl)cc1Cl)c1ncc(C(F)(F)F)cc1Cl,-2,-26,0.5,0.0,-7,-27[20 µM],/,-3,2

# For convenience, 5 of the compounds above:
SMILES,thrombin 1536,Calpain2 inh,TRPML3 ag,zfTRPN1 agonist,TbHK1 inh,Furin inh,Cl transport mod,EBV gp42 block,PPC-1+TRAIL kill
O=C(CNC(=O)c1ccco1)NCC(=O)OCc1cccc(C(=O)Oc2ccccc2)c1,-11,-9,0.4,0.8,-2,-21[20 µM],-1.5,2,1
CCOc1ccc(C(=O)/C=C/c2cc(OC)c(OC)c(OC)c2)cc1,-9,-2,2.3,2.0,-16,-17,0.14,-6,11
Cc1nnc(SCC(=O)NCC2CCCCC2)n(N)c1=O,-4,-6,-0.1,0.9,1,-10[20 µM],1.3,-12,-6
CCc1ccc(-c2c(C)sc(NC(C)=O)c2C(N)=O)cc1,2,-3,0.2,0.9,-5,-13,-1.1,-26,15
Cc1cc(C)c2nc(C)cc(Nc3ccc(C(=O)NCCO)cc3)c2c1,1,-9,0.8,-0.2,-75,0,-0.011,-3,18

# The results go on:
SMILES,thrombin 1536,Calpain2 inh,TRPML3 ag,zfTRPN1 agonist,TbHK1 inh,Furin inh,Cl transport mod,EBV gp42 block,PPC-1+TRAIL kill
O=C(N/N=C1\CCc2ccccc21)c1ccncc1,-1,-6,0.4,0.6,-1,-24,0.15,-11,25
COc1ccc(-c2csc(NC3OC(=O)c4ccccc43)n2)cc1 (stereo not drawn),-12,-31,0.4,-0.4,-15,-24,0.6,-1,10
CCOc1ccc(-c2c(C)n([O-])c3c([n+]2=O)CCCC3)cc1,-5,-32,0.2,-1.5,-1,-5[20 µM],/,2,17
C#CCn1c(S(=O)(=O)Cc2ccc(F)cc2)nc(-c2ccccc2)c1-c1ccccc1,-1,8,0.8,1.4,1,-3[20 µM],-0.96,-1,4
CCN1CCN(S(=O)(=O)c2ccc(OC)c(Br)c2)CC1,-7,-8,-0.7,-0.2,-4,-7[20 µM],0.085,-8,22
Cc1cccc(C(=O)NC(=S)NNC(=O)COc2ccc(Cl)cc2)c1,0,-85,0.6,1.3,-1,-24,47*,1,30
